Assay outcomes deposited in PubChem by several laboratories.
CIT2 TOR yeast = modulators of CIT2-GFP expression in yeast, primary screen, S. cerevisiae, GFP fusion, multiplex flow cytometry, MLPCN library | S. cerevisiae CIT2-GFP strain, 3 h; 100 means same as DMSO wells | GFP response vs DMSO, % at 10 µM | hit rate 0.065% among 320,000 | AID 2029, 2009;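 active = GFP response relative to DMSO above a set limit, near the screen mean plus 3 SD, cut at about 150% in these data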;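 also: ratio of well median GFP fluorescence to mean of DMSO wells on the plate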
AGP1-GFP MLPCN = modulators of AGP1-GFP expression in yeast TOR pathway, primary screen, cell-based, multiplex flow cytometry, S. cerevisiae, MLPCN library | 3 h; GFP as percent of DMSO wells | GFP response vs DMSO, % at 10 µM | hit rate 0.02% among 320,000 | AID 2066, 2009;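 active = GFP response relative to DMSO above a set limit, near screen average plus 3 SD, cut at about 150% in these data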;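 also: median GFP channel fluorescence of the gated AGP1 strain per well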
LAP4-GFP MLPCN = modulators of LAP4-GFP expression in yeast, primary screen, S. cerevisiae, multiplex flow cytometry, MLPCN library. 3 h; median GFP as percent of DMSO wells. hit rate 0.34% among 320,000. GFP response vs DMSO, % at 10 µM;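 active = GFP response vs DMSO above a set limit, about the screen mean plus 3 SD, cut at about 150% in these data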
Efflux pump inh = inhibitors of Candida efflux pumps in yeast, primary screen, S. cerevisiae, Nile Red, multiplex; hit rate 0.44% among 330,000; S. cerevisiae Candida pump triplex; inhibition, % at 10 µM; AID 485275, 2010;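 active = plate passing quality check with inhibition over a set limit, or well fluorescence over plate mean plus 4 SD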;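 also: Nile Red retained in pooled yeast measured as flow cytometry median fluorescence; 0% = buffer negative control and 100% = Enniatin B positive control; higher means more Nile Red kept so more efflux inhibition; some compounds called inactive have numbers as strong as hits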
Yeast superoxide = reduction of superoxide in aged yeast, primary screen, HTS. S. cerevisiae aged cells, superoxide DHE fluorescence; hits give low values. superoxide response (% of plate mean), % at 10 µM. hit rate 0.18% among 330,000;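 active = superoxide response under a set limit, about three screen SD below normal, cut at about 65% in these data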;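 also: yeast aged for seven days with compound at 30 °C before DHE staining; 100% = average MFI of all compound-treated wells on the plate with controls excluded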
RPL19A-GFP yeast = RPL19A-GFP expression modulators in yeast, primary screen, cell-based, S. cerevisiae, multiplex flow cytometry, MLPCN; S. cerevisiae RPL19A-GFP strain, 3 h; hits give low values; percent response vs DMSO, % at 10 µM; hit rate 0.3% among 330,000; AID 2025, 2009;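 active = percent response vs DMSO below 50%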;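 also: median channel GFP fluorescence of the barcoded RPL19A-GFP strain; ratio of sample median GFP to plate DMSO average so 100% = DMSO; lower means less RPL19A-GFP as with rapamycin TOR inhibition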
MEP2-GFP yeast = modulators of MEP2-GFP levels in yeast, primary screen, S. cerevisiae, multiplex flow cytometry, MLPCN library; S. cerevisiae MEP2-GFP strain, 3 h; 100% = DMSO control level; GFP response vs DMSO, % at 10 µM; hit rate 0.51% among 330,000; AID 2016, 2009;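 active = GFP response versus DMSO above a set limit, roughly screen mean plus 3 SD, cut at about 180% in these data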;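 also: median GFP fluorescence of the barcode-gated MEP2-GFP cells per well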
AHR activator = AHR activators, primary screen, cell-based, luminescence, luciferase reporter, human; Aryl hydrocarbon receptor (Homo sapiens), P35869; AHR-responsive luciferase reporter cells; activation, % at 5 µM; hit rate 2.5% among 320,000; AID 2796, 2010; in the data active = activation above about 47%;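 also: 0% = vehicle wells and 100% = reference agonist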
Target sequence (P35869 whole entry, looked up): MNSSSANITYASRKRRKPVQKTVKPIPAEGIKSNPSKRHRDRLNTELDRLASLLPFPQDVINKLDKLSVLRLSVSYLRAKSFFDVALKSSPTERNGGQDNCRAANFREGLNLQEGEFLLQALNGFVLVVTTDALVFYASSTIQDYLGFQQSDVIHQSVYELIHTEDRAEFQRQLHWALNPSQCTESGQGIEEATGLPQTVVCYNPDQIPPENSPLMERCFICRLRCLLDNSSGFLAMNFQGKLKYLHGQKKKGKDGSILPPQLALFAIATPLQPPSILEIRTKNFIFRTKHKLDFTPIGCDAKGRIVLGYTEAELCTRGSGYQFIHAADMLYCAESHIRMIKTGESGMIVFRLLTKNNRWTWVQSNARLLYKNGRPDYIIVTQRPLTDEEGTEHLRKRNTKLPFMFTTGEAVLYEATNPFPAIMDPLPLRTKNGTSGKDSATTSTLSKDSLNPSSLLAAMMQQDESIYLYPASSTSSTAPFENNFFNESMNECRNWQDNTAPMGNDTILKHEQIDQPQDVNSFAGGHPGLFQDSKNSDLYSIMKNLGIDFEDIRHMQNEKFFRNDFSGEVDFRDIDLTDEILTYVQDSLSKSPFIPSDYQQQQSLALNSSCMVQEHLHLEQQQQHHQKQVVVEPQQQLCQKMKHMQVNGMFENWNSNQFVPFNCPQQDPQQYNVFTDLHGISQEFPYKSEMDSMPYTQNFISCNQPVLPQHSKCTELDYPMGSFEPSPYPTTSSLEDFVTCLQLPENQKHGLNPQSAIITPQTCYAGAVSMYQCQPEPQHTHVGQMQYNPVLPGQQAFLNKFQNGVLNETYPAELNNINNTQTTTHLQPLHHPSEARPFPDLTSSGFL
* marks the source's active call; other numbers are inactive results; i = inactive; / = no result given.

The line under a structure holds: Yeast superoxide	LAP4-GFP MLPCN	AHR activator	AGP1-GFP MLPCN	CIT2 TOR yeast	RPL19A-GFP yeast	MEP2-GFP yeast	Efflux pump inh
CC(=O)c1c(C)c(C)c2n1CCn1c(C)ccc1-2
    107.0	114.4	-0.6	103.7	99.5	100.8	99.6	0.1
CN(C)C(=O)CSc1nc(-c2ccccc2)c(-c2ccccc2)o1
    100.4	108.8	7.2	90.9	78.5	92.9	95.9	0.2
CC(C)CC(=O)N=C1SC2CS(=O)(=O)CC2N1Cc1ccccc1 (stereo not drawn)
    101.8	101.1	-2.8	109.4	109.8	109.5	116.0	-0.2
O=C1CCC2S/C(=C/Nc3ccc(C(F)(F)F)cc3)C(=O)N12 (stereo not drawn)
    98.4	93.4	-6.3	91.1	/	85.6	93.6	0.0
C=CCN(C(=O)C1CC(=O)N(C2CCCC2)C1)c1nc(-c2ccc(S(C)(=O)=O)cc2)cs1 (stereo not drawn)
    84.6	96.8	0.9	95.4	100.5	92.8	105.6	0.0
Cc1ccc(NC(=O)CN2CCN(CCN=CC3=C(O)CC(c4ccccc4)CC3=O)CC2)cc1 (stereo not drawn)
    108.7	94.2	-0.7	97.5	102.7	104.7	103.8	-0.2
O=C(COc1cccc2ccccc12)NNC(=O)[C@@H]1CCCC[C@@H]1C(=O)O
    110.9	96.3	4.4	99.8	97.3	96.8	105.0	0.0
CN(C(=O)CSc1nnc(NCc2ccccc2)s1)C1CCS(=O)(=O)C1 (stereo not drawn)
    106.4	97.1	2.1	102.7	102.3	99.4	101.0	0.0
Cc1ccc(OCc2nnc(NC(=O)c3cccnc3)s2)cc1
    98.8	101.8	3.9	96.5	96.6	97.2	112.7	0.0
O=C(CCCN=C1NS(=O)(=O)c2ccccc21)OCc1ccccc1
    100.2	92.4	-0.3	110.4	108.4	100.4	90.7	0.0
Cn1cccc1C(=O)OCC(=O)Nc1ccc2c(c1)OCCO2
    82.2	103.8	2.4	99.3	98.2	101.2	103.9	-0.1
CC(=O)c1sc(-c2ccccc2Cl)nc1C
    87.2	106.8	0.0	88.6	73.4	88.4	101.1	-0.2
Cc1cc(C)c2cc(C#N)c(SCC(=O)Nc3ccc4c(c3)OCO4)nc2c1
    98.0	94.2	3.4	107.5	97.7	105.0	105.4	0.1
Cn1c(=O)c([N+](=O)[O-])c(-n2ccnc2)c2ccccc21
    113.4	97.1	14.3	102.7	99.2	99.8	94.9	0.0
CC1CCN(C(=O)Cn2cnc3c2c(=O)n(C)c(=O)n3C)c2ccccc2S1 (stereo not drawn)
    104.1	93.5	-4.0	101.9	102.3	100.3	101.6	0.1
Cc1cccc(C)c1NS(=O)(=O)c1c(C)[nH]c(=O)[nH]c1=O
    103.3	101.8	-1.0	103.8	102.0	103.0	104.4	0.0
COC(=O)CCn1nnc(-c2cccs2)n1
    101.6	90.6	-3.5	97.1	92.9	90.4	95.4	0.2
N#CCCN(C(=O)CSc1ncccn1)c1ccc2c(c1)OCCO2
    94.0	100.7	-1.1	100.8	99.5	98.7	98.9	-0.1
CC(=O)Nc1cccc(C(=O)OC(C)C(=O)NC2CCCc3ccccc32)c1 (stereo not drawn)
    104.9	76.6	2.4	90.7	107.8	102.0	102.8	0.3
Cc1cccc(NC(=O)c2cc(S(=O)(=O)N3CCc4ccccc43)cn2C)c1
    99.4	124.6	13.4	111.0	116.7	104.0	97.9	-0.2
Cc1ccc(-c2nn(-c3ccccc3)cc2C(=O)Nc2ccc(C(=O)O)cc2)cc1
    93.3	91.3	1.4	82.1	/	84.7	91.8	0.2
COc1ccc(C(=O)OCC(=O)NCc2ccccc2)c(OC)c1OC
    104.1	85.8	0.6	97.1	101.0	99.3	104.9	0.0
O=C(c1ccncc1)c1ccc([N+](=O)[O-])cc1
    118.6	98.6	-1.1	100.3	96.7	98.9	90.2	0.0
Cc1nn(-c2ccccc2)c2c1C(c1ccccc1)C(C#N)=C(N)O2 (stereo not drawn)
    104.3	104.2	38.1	103.5	100.1	97.0	95.2	0.0
Cc1cc(C)c(NC(=O)c2sc3nc4c(cc3c2N)C(=O)CC(C)(C)C4)c(C)c1
    102.7	93.0	-5.4	100.4	99.0	105.4	108.5	0.4
COc1ccccc1C(=O)OCC(=O)Nc1ccc(Cl)cn1
    102.2	122.4	1.8	98.8	74.9	91.0	93.5	0.0
CCC1(C)Cc2nc3sc(C(=O)O)c(N)c3cc2CO1 (stereo not drawn)
    95.5	98.2	7.2	105.8	102.4	102.6	103.5	0.1
Cc1ccc(CN2C(=O)[C@H]3Cc4c([nH]c5ccccc45)C(C)(C)N3C2=O)cc1
    98.6	155.7*	28.9	92.8	86.6	104.0	97.9	0.0
Cn1c2c(c(=O)[nH]c1=O)C(c1ccc(O)cc1)C1=C(N2)c2ccccc2C1=O (stereo not drawn)
    108.2	97.0	1.0	100.7	96.3	93.9	97.2	0.2
Cc1ccc(C(=O)Nc2cc(=O)n(C)c(=O)n2C)o1
    93.5	87.3	20.1	100.5	92.7	99.7	93.7	0.1
CN(C)c1ccc(NC(=S)NC23CC4CC(CC(C4)C2)C3)cc1
    92.1	104.2	21.5	109.6	109.5	104.9	107.9	0.0
CCOC(=O)CSc1c(-c2cccs2)[nH]c2ccccc12
    136.8	105.4	23.2	96.7	91.0	96.9	103.9	-0.1
Cn1nc(-c2ccc(Cl)cc2)c2cc(C(=O)N3CCCC3)sc21
    100.3	107.7	50.1*	94.8	98.0	97.2	99.7	-0.2
Cc1ccc(-c2ccc(/C=C3\SC(N4CCOCC4)=NC3=O)o2)cc1
    108.3	120.3	54.4*	105.5	111.2	103.4	123.8	-0.1
COc1ccc(N2CCN(S(=O)(=O)c3ccc4c(c3)NC(=O)CS4)CC2)cc1
    91.8	105.6	1.5	106.5	103.1	103.0	107.2	-0.3
CC1(C)CC(=O)C(Sc2ccccc2C(=O)O)=C(O)C1
    100.2	95.7	1.3	97.1	95.2	98.5	102.7	0.1
CN(C(=O)CSc1ncnc2sccc12)C1CCS(=O)(=O)C1 (stereo not drawn)
    86.8	100.2	4.2	110.0	102.3	105.9	98.7	0.1
CN(C)S(=O)(=O)c1ccc2c(c1)nc(CCC(=O)Nc1ccc3c(c1)OCO3)n2C
    92.5	84.5	11.7	90.4	97.8	99.7	90.8	0.0
Cc1cc(NN)nc(NS(=O)(=O)c2ccccc2)n1
    91.7	97.2	6.6	91.7	91.3	100.9	101.2	0.3
Cc1cc(C)c2c(=O)cc(C(=O)NCc3ccccc3)oc2c1
    101.1	92.0	8.1	99.0	105.6	101.5	99.7	-0.2
O=C(NNC(=O)c1ccncc1)Nc1ccc([N+](=O)[O-])cc1
    112.9	85.4	7.5	99.3	103.5	103.6	98.0	0.0
COc1ccc(NS(=O)(=O)c2ccc(O)c(NC(=O)c3ccc(S(=O)(=O)N4CCCC4)cc3)c2)cc1
    123.2	97.0	1.0	103.8	103.9	103.3	100.0	0.2
O=C(NCCCCNC(=O)C(F)(F)F)C(F)(F)F
    109.4	121.6	0.4	48.1	116.1	104.3	156.2	-0.1
COCCNS(=O)(=O)c1ccc(-c2ccc(C)cc2)cc1
    127.9	106.7	4.4	103.1	92.8	97.7	107.1	0.1
C/C(=N\NC(=O)CNC(=O)C(c1ccccc1)c1ccccc1)c1ccc(C(C)(C)C)cc1
    102.8	94.8	-2.8	95.8	95.2	97.9	91.7	0.1
CC(C)(C)C(=O)NCCN1C(=O)S/C(=C\c2ccc([N+](=O)[O-])cc2)C1=O
    97.3	90.5	2.9	100.1	99.1	105.9	97.8	0.2
CCOC(=O)c1cnc(-n2nc(C)cc2C)nc1NCCc1ccccc1
    70.2	107.4	-7.7	85.4	103.6	100.8	103.7	0.0
CCC(C)NC(=O)c1cn(CCOC)c(=O)c2c1c1ccccc1n2C (stereo not drawn)
    96.7	90.6	-0.1	94.4	94.1	99.0	100.5	0.2
Cc1ccc2nc(-c3cccc(N)c3)[nH]c2c1
    101.3	97.9	-1.9	98.1	92.7	97.5	102.0	-0.1
COc1cc(/C=C2\N=C(c3ccccc3)NNC2=O)cc(OC)c1OC
    101.8	106.6	0.7	102.2	93.5	95.7	95.7	0.1
Cc1c(Cl)ccc(S(=O)(=O)NCCCn2ccnc2)c1Cl
    94.8	89.3	35.0	98.5	102.3	101.9	104.2	0.0
CCOc1cc(/C=C2/C(=O)ON=C2C)ccc1OCc1ccccc1F
    106.2	112.8	1.5	87.2	/	95.8	80.9	0.0
O=C(CSc1nncn1-c1ccccc1)Nc1c(F)cccc1F
    96.9	119.2	0.5	106.7	100.3	103.8	101.6	-0.1
COc1ccc(NC(=S)NCCc2c[nH]c3ccc(OC)cc23)c(OC)c1
    96.0	100.4	4.9	92.5	93.2	95.0	97.2	0.0
CCCCNC(=O)OCC(CC)NC(=O)OCC(C)C (stereo not drawn)
    115.1	104.6	2.1	103.9	92.1	103.9	102.5	0.1
CCN(CC)C(=O)c1[nH]cnc1C(=O)Nc1cccc(Cl)c1
    108.3	96.2	67.2*	92.8	91.8	91.9	96.5	-0.2
CCOC(=O)C(c1ccccc1)C(Nc1ccccc1)c1ccccn1 (stereo not drawn)
    95.0	/	-2.1	/	/	95.2	100.0	0.0
COc1ccc2c(c1)c1ncn(CCN3CCCC3)c(=O)c1n2C
    96.2	97.1	3.2	96.1	96.3	98.2	98.2	0.2
CCOC(=O)N1CCN(C(=O)c2ccc3c(c2)N(C)C(=O)/C(=C\c2ccc(OCC)c(OC)c2)S3)CC1
    i	103.5	6.2	94.9	96.9	97.3	91.8	0.1
Cc1ccc(C(=O)NC2CCN(C(=O)Nc3ccc(F)cc3)CC2)cc1
    100.8	83.4	-0.8	84.1	101.0	95.4	85.6	-0.2

Single records (already shown):
Cc1ccc2nc(-c3cccc(N)c3)[nH]c2c1 across the screens: Yeast superoxide: 101.3; LAP4-GFP MLPCN: 97.9; AHR activator: -1.9; AGP1-GFP MLPCN: 98.1; CIT2 TOR yeast: 92.7; RPL19A-GFP yeast: 97.5; MEP2-GFP yeast: 102.0; Efflux pump inh: -0.1
CC(C)(C)C(=O)NCCN1C(=O)S/C(=C\c2ccc([N+](=O)[O-])cc2)C1=O across the screens: Yeast superoxide: 97.3; LAP4-GFP MLPCN: 90.5; AHR activator: 2.9; AGP1-GFP MLPCN: 100.1; CIT2 TOR yeast: 99.1; RPL19A-GFP yeast: 105.9; MEP2-GFP yeast: 97.8; Efflux pump inh: 0.2

(listing goes on)
The line under a structure holds: Yeast superoxide	LAP4-GFP MLPCN	AHR activator	AGP1-GFP MLPCN	CIT2 TOR yeast	RPL19A-GFP yeast	MEP2-GFP yeast	Efflux pump inh
O=C(Nc1cccc2ncccc12)c1ccc([N+](=O)[O-])o1
    124.8	94.9	-0.4	104.3	107.5	103.2	102.8	0.0
CCn1nnc(NC(=O)c2cc(Cl)c(OC)c(Cl)c2)n1
    135.2	101.3	4.2	99.0	96.6	101.0	101.9	0.0
Cc1oc(-c2ccccc2)nc1C(=O)OCC(=O)NC(C)c1ccccc1 (stereo not drawn)
    95.5	98.7	4.2	101.7	92.9	97.1	90.4	0.3
CCOC(=O)c1cc(CC)sc1NC(=O)CC1Sc2ccc(C(F)(F)F)cc2NC1=O (stereo not drawn)
    99.1	88.7	-0.9	88.7	100.5	99.0	108.5	0.3
O=C(O)COc1ccccc1/C=N/NC(=O)CSc1nc2ccccc2n1Cc1ccc(Cl)cc1
    155.2	88.5	3.9	101.0	95.7	92.7	96.4	0.1
CCCCn1c(=O)c(-[n+]2ccccc2)c([O-])c2ccccc21
    86.7	95.4	0.2	106.5	108.1	100.5	96.2	-0.1
